High-throughput results as filed in PubChem BioAssay.
M1 PAM = potentiates human M1 receptor response to acetylcholine; P11229; CHO-K1 hM1, Fluo-8 calcium fluorescence, ACh EC20; 0% = ACh EC20, 100% = maximal ACh; activation, % at 3 µM; 360,000 tested, 0.088% active; in the data active means activation above about 19%, passing the limit was not always enough
M4 ag = agonists of human muscarinic M4 receptor (CHRM4) | CHO-K1 hM4/Gqi5, Fluo-8 calcium fluorescence; vehicle 0%, full acetylcholine response 100% | AID 624127 | activation, % at 3 µM | P08173 | 360,000 tested, 0.14% active;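 active means activation above the run mean over all test wells plus 3 SD, cut at about 32% in these data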;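 further: peak over basal fluorescence ratio per well then scaled between controls; 0% = DMSO wells and 100% = acetylcholine at EC100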
Target sequence (P08173 whole entry, looked up): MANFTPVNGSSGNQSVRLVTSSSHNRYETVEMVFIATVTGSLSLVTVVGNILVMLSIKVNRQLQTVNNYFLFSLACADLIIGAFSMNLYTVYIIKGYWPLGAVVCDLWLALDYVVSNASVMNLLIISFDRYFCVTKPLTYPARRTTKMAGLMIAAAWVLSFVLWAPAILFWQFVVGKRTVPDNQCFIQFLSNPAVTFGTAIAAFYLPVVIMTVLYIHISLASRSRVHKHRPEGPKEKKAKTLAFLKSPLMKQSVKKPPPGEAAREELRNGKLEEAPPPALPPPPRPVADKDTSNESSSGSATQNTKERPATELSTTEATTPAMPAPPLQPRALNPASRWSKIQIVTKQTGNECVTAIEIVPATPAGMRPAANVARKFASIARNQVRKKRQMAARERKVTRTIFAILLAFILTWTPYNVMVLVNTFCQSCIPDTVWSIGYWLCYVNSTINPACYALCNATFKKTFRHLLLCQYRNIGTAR
M1 antag = human CHRM1 antagonism; 360,000 tested, 1.3% active; AID 588852; inhibition, % at 3 µM; CHO-K1 hM1, Fluo-8 calcium fluorescence, ACh EC80 antagonist; P11229;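 active means percent inhibition above its own plate's cutoff, namely the mean of that plate's compound wells plus 3 SD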;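 further: peak over basal fluorescence ratio during 140 s after agonist addition; 0% = ACh EC80 plus DMSO and 100% = DMSO alone without agonist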
CHRM5 agonist = agonists of human muscarinic M5 receptor (CHRM5). CHO-K1 hM5 cells, Fluo-8 calcium fluorescence; 0% DMSO wells, 100% maximal acetylcholine response. activation, % at 3 µM. 360,000 tested, 0.19% active. AID 624037;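 active means activation above the run's mean over test compounds plus 3 SD, cut at about 23% in these data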;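 further: signal is peak over basal fluorescence ratio across the kinetic read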
Target sequence (P08912 whole entry, looked up): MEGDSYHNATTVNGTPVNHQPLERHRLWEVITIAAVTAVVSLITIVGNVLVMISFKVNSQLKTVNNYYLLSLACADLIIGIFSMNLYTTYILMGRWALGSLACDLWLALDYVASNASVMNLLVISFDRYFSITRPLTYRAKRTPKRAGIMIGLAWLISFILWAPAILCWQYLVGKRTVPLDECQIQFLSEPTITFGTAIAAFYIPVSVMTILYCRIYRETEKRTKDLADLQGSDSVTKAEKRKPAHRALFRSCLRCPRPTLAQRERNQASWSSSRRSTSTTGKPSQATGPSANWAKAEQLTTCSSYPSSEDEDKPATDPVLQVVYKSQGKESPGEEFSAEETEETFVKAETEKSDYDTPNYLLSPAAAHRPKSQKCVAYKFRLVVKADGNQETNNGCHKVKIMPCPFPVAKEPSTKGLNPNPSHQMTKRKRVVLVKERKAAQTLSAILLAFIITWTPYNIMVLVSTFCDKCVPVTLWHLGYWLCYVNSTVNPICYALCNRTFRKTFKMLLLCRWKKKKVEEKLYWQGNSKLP
CHRM1 agonist = agonists of human M1 muscarinic receptor. P11229. CHO-K1 hM1, Fluo-8 calcium fluorescence, agonist mode; 0% DMSO, 100% acetylcholine EC100. activation, % at 3 µM. 360,000 tested, 0.33% active. AID 588814;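 active means activation above the run's mean compound activation plus 3 SD, cut at about 16% in these data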;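 further: peak over basal fluorescence ratio within a 140 s kinetic read after compound addition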
M5 antag = CHRM5 antagonism in calcium assay; P08912; CHO-hM5 cells, Fluo-8 calcium fluorescence, ACh EC80; inhibition, % at 3 µM; 360,000 tested, 0.59% active;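 active means inhibition above a per-plate cutoff, the mean of that plate's test compounds plus 3 SD, cut at about 27% in these data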;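 further: 0% = acetylcholine EC80 with DMSO and 100% = DMSO without agonist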
M5 PAM = CHRM5 positive allosteric modulation; AID 624038; CHO-K1 hM5, Fluo-8 calcium, ACh EC20 PAM; 0% = ACh EC20, 100% = ACh EC100; activation, % at 3 µM; P08912; 360,000 tested, 0.3% active;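 active means activation above the run cutoff, the mean activation of all test compounds plus 3 SD, cut at about 18% in these data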
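Probe or stimulus: acetylcholine, EC20 level; Assay system: human M5 receptor in CHO-K1 cells; Schedule: compound preincubation 140 s before EC20 acetylcholine addition; Technique: intracellular calcium via Fluo-8 fluorescence; Dosing: single-point, 3 µM nominal; Read-out basis: percent activation from peak-over-basal fluorescence ratio, scaled EC20-to-EC100 acetylcholine; Repeats: one well per compound, no replicates.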
TAAR1 ag = human TAAR1 agonism; CHO RD-HGA16 TAAR1, Fluo-8 calcium fluorescence; vehicle wells 0%, saturating PEA agonist 100%; activation, % at 3 µM; 360,000 tested, 0.99% active; AID 624467;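 active means activation above the mean activation of all test compounds in the run plus 3 SD, cut at about 38% in these data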
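Assay system: CHO-derived RD-HGA16 cells with stable Gα16 and human TAAR1; timing: 17-24 h seeding, 75 min 37 °C dye, 30 min RT; read-out: % activation from peak over basal fluorescence ratio, DMSO-to-PEA scaled; measured by: kinetic Fluo-8 calcium fluorescence; benchmarks: low control DMSO, high control PEA (EC100); doses: 3 µM single concentration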
M4 antag = blocks acetylcholine activation of human M4 receptor | P08173 | CHO-hM4 cells, ACh EC80, Fluo-8 calcium fluorescence | inhibition, % at 3 µM | 360,000 tested, 0.73% active | AID 624125;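 active means inhibition above its plate's cutoff, the mean inhibition of sample wells plus 3 SD, cut at about 27% in these data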;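 further: 0% = acetylcholine EC80 with DMSO and 100% = DMSO without agonist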
* hit, by the source's call; . = not tested or not shown. This is a subset, so the mix of outcomes need not match the whole.

The line under a structure holds: M1 PAM	M4 ag	M1 antag	CHRM5 agonist	CHRM1 agonist	M5 antag	M5 PAM	TAAR1 ag	M4 antag
> O=C1CC/C=C\C[C@@H](CC(=O)N(CCO)Cc2ccccc2)C(=O)NC[C@@H](c2ccccc2)O1
    4	1	0	0	-3	10	-10	2	-2
> COc1ccc(C(=O)Nc2ccccn2)cc1S(=O)(=O)N1CCOCC1
    -3	1	7	-4	-3	6	-6	2	5
> CC[C@@]12C(=O)N(c3cccc(Br)c3)C(=O)N1[C@H](c1ccc(Br)cc1)[C@@H]1C(=O)N(C(C)(C)C)C(=O)[C@@H]12
    4	1	-6	2	-3	-1	3	4	-9
> Cc1ccc(NC(=O)CNC(c2ccccc2)c2ccccc2)c(F)c1
    -4	-1	8	-6	-8	7	-9	-2	-4
> COc1ccccc1CC(=O)N1CCN(c2cccc(Cl)c2)CC1
    -2	8	-4	-2	1	8	-5	2	0
> CC(=O)C1CCC2C3CC=C4CC(SC(=N)N)CCC4(C)C3CCC12C (stereo unspecified)
    -7	23	26	18	8	14	-38	84*	22
> CC(CN1CCOCC1)C(=O)c1ccccc1 (stereo unspecified)
    5	2	-23	2	4	7	-5	-1	8
> O=C(NC(=S)Nc1ccc(O)cc1)c1ccccc1Cl
    2	0	1	1	2	4	5	21	4
> Cc1cccc(NC(=S)NN2CCN(C)CC2)c1C
    -4	0	7	-5	-3	2	-3	9	1
> CC(NC(=O)CN1C(=O)NC2(CCCC2)C1=O)c1ccc(Cl)cc1Cl (stereo unspecified)
    3	2	-10	5	-2	6	7	9	1
> CN(C(=O)c1ccc(NC(=O)Cc2ccc(NC(=O)C3CCN(C(=O)C4CC4)CC3)cc2)cc1)C1CC1
    1	0	-2	4	-1	14	-10	10	-5
> Cc1ccc(C2/C(=C(\O)c3cnn(-c4ccccc4)c3C)C(=O)C(=O)N2CCN(C)C)o1 (stereo unspecified)
    3	1	-8	-3	-4	-5	2	8	0
> CCSc1nnc(NC(=O)c2cc(C)on2)s1
    9	0	-8	1	-3	-11	12	6	-10
> Cc1ccccc1Cn1cc(NC(=O)CCCn2nc([N+](=O)[O-])cc2C)cn1
    0	1	2	2	-5	4	-3	3	-10
> Cc1c(C(=O)N2CCOCC2)c(S(=O)(=O)Nc2cccc(F)c2)c(C)n1C
    4	5	-4	-1	-2	2	2	0	3
> COc1ccc(OC)c(-c2csc(NC(=O)CN3C(=O)NC4(CCCC4)C3=O)n2)c1
    0	3	11	7	1	-3	1	4	-2
> Cn1nc(C(=O)Nc2ccc3c(c2)OCO3)c2ccccc2c1=O
    27*	0	-28	-4	2	7	8	-1	-13
> O=C(Nc1cccc(N=Cc2cc(Br)cc(Br)c2O)c1)c1ccco1
    7	2	-3	1	-2	2	-1	1	10
> COC(=O)[C@@]12C[C@@H](CC(=O)N3CCC(c4ccccc4)CC3)C(=O)N(Cc3ccccc3)C1=CCC(C)(C)C2
    .	7	.	-3	.	7	-7	0	-26
> CCN=C1SC(CC(=O)Nc2ccc(C)cc2)C(=O)N1CC (stereo unspecified)
    -10	14	4	-2	0	14	-18	23	11
> O=C(NCc1ccc2[nH]c3c(c2c1)CCCC3)c1ccc(S(=O)(=O)N2CCCC2)cc1
    2	2	-19	-3	-9	-1	2	4	-13
> COc1cccc(NC(=O)CC2C(=O)NC3CCCCC3N2C(=O)c2ccccc2)c1 (stereo unspecified)
    2	12	-10	-2	0	3	-1	7	-9
> O=c1[nH]c(CN2CCN(C/C=C/c3ccccc3)CC2)nc2cc(Cl)ccc12
    4	12	-8	0	-4	-2	-1	15	-3
> CCCCNC(=O)N1CCN(c2ncccn2)CC1
    5	1	-3	-4	-5	0	-7	5	-12
> Cc1cc(C(=O)CSc2nn(-c3ccccc3)c(=S)s2)c(C)n1Cc1ccco1
    -2	-1	10	-2	-4	-2	-3	-1	1
> Cc1ccc(CNC(=O)CN2C(=O)COc3ccc(C)cc32)cc1
    3	1	-3	-1	-4	-2	-3	7	-3
> Cc1nc2oc3ccc(F)cc3c(=O)c2cc1C(=O)O
    14	0	-21	-1	-1	7	0	4	-3
> Cn1c(=O)c2c(nc(SCC(=O)NCc3ccco3)n2C)n(C)c1=O
    -4	1	5	-3	-6	-5	-6	1	-18
> CC(C)N1CCC(NC(=O)NC2CCCCC2)CC1
    8	1	-4	-4	-8	-3	2	0	-4
> CCN(CC(=O)NCc1cccs1)C(=O)c1cccc(S(=O)(=O)Nc2ccc(C)cc2)c1
    11	7	-8	6	1	0	5	7	-5
> COc1cccc(CN2CC(C(=O)NCCOc3cccnc3)CCC2=O)c1 (stereo unspecified)
    20	1	2	-2	8	-3	17	9	-6
> O=C(CNC(=O)c1ccc(Cl)cc1)NCCCn1ccnc1
    5	1	-11	-4	-5	-3	1	7	-12
> O=[N+]([O-])c1ccc(/C=N/n2c(-c3cccnc3)n[nH]c2=S)cc1
    5	1	-1	2	-5	-7	1	1	9
> CNc1ccc(OC(F)F)cc1C(=O)c1ccccc1
    -4	-2	4	-3	-7	2	-2	7	-2
> COc1ccc(C(=O)NC(=S)Nc2cccnc2)cc1Cl
    8	1	1	-2	0	8	-3	-2	-11
> O=C(Nc1nnc(C2CC2)s1)C1Cc2ccccc2CN1S(=O)(=O)c1ccccc1F (stereo unspecified)
    -1	0	2	3	0	-4	5	3	-12
> Cc1cc(=O)[nH]c(-c2ccccc2O)n1
    8	0	-4	-1	-4	4	0	.	10
> CCCOC(=O)CCCCC1SCC(NC(=O)OC)C1NC(=O)OC (stereo unspecified)
    2	0	-21	1	-4	2	-5	2	4
> CCOc1ccc(Br)cc1S(=O)(=O)NC1=NCCCCC1
    0	1	1	-2	-1	16	0	0	1
> Cc1ccc(-n2c(=O)cc(N3CC(C)OC(C)C3)[nH]c2=O)cc1 (stereo unspecified)
    8	0	-15	3	-3	2	-1	1	4
> CN(C)CC1CCCCC1OC(=O)/C=C/c1ccccc1 (stereo unspecified)
    -3	0	9	-5	-6	12	-5	4	1
> Cc1c(C(=O)NCCNc2ncc(C(F)(F)F)cc2Cl)cccc1[N+](=O)[O-]
    2	0	4	1	-6	-6	3	1	0
> CCOC(=O)N1CCN(C(=O)CSc2nnc(-c3ccccc3OC)o2)CC1
    3	0	-37	1	-1	-5	1	0	10
> CCc1c(C(=O)N2CCN(c3ccccc3F)CC2)[nH]c(C)c1C(C)=O
    5	5	-11	5	0	2	-7	5	-1
> Cc1cccc(-n2c(N)c(C(=O)N3CCN(C)CC3)sc2=S)c1
    2	1	-3	-3	-4	-1	1	2	8
> COc1ccc(-c2cc(CNc3nc(NC(C)C)nc4cc(-c5ccccc5)sc34)on2)cc1
    0	-1	-7	-2	-4	-3	1	-2	-5
> Cn1cc(/C=C/C(=O)N2CCCC(C(=O)c3cccc(C(F)(F)F)c3)C2)cn1 (stereo unspecified)
    10	2	-5	-3	-14	-2	-2	3	-7
> CCOC(=O)C1=CC[C@@H](c2ccccc2)N(S(=O)(=O)c2ccc(C)cc2)[C@H]1C=C(C)C
    -14	1	21	-3	-7	1	-10	0	2
> Oc1ccc(C[C@@H]2CNCCN2CCc2cc(C(F)(F)F)cc(C(F)(F)F)c2)cc1
    25*	6	-6	8	-1	-1	15	36	15
> CCC(=O)Nc1ccccc1C(=O)OC(c1ccccc1)c1ccccc1
    -2	-2	5	-7	-5	-6	-4	1	3
> OC1(c2ccccc2F)CCN(Cc2nnnn2Cc2ccc(F)cc2)CC1
    1	4	3	1	0	1	2	2	-8
> CC(CCc1ccccc1)NCC#N (stereo unspecified)
    -1	2	-6	-1	3	1	-3	53*	-7
> CCCc1c(C(=O)N/N=C/c2sccc2C)nnn1-c1nonc1N
    7	3	-8	-1	-2	-15	5	2	-17
> Nc1cc(N2CCCCC2)c(Cl)cc1[N+](=O)[O-]
    2	-2	0	-5	-6	-1	2	-2	2
> COc1ccc(C(=O)NC(=S)Nc2cccnc2)cc1OC
    -4	2	7	-1	1	-15	-7	14	-9
> Cc1ccc(-c2csc3nc[nH]c(=S)c23)cc1
    -3	0	4	-3	-5	-1	-4	4	0
> CCOC(=O)c1ccc(NC(=O)CSc2nnc(C3CC3)n2C)cc1
    7	1	-5	-7	-3	-3	5	6	-4
> Cc1ccc(NS(=O)(=O)c2ccc(C(=O)NCc3ccncc3)cc2)cc1
    5	8	2	18	18*	5	-5	69*	8
> CCOC(=O)Cc1csc(SCC(=O)Nc2sc3c(c2C(N)=O)CCC3)n1
    0	0	-26	-2	-2	-8	-5	9	1

Twelve entries from above, in CSV form.
mol,M1 PAM,M4 ag,M1 antag,CHRM5 agonist,CHRM1 agonist,M5 antag,M5 PAM,TAAR1 ag,M4 antag
COc1cccc(CN2CC(C(=O)NCCOc3cccnc3)CCC2=O)c1 (stereo unspecified),20,1,2,-2,8,-3,17,9,-6
O=C(CNC(=O)c1ccc(Cl)cc1)NCCCn1ccnc1,5,1,-11,-4,-5,-3,1,7,-12
O=[N+]([O-])c1ccc(/C=N/n2c(-c3cccnc3)n[nH]c2=S)cc1,5,1,-1,2,-5,-7,1,1,9
CNc1ccc(OC(F)F)cc1C(=O)c1ccccc1,-4,-2,4,-3,-7,2,-2,7,-2
COc1ccc(C(=O)NC(=S)Nc2cccnc2)cc1Cl,8,1,1,-2,0,8,-3,-2,-11
O=C(Nc1nnc(C2CC2)s1)C1Cc2ccccc2CN1S(=O)(=O)c1ccccc1F (stereo unspecified),-1,0,2,3,0,-4,5,3,-12
Cc1cc(=O)[nH]c(-c2ccccc2O)n1,8,0,-4,-1,-4,4,0,.,10
CCCOC(=O)CCCCC1SCC(NC(=O)OC)C1NC(=O)OC (stereo unspecified),2,0,-21,1,-4,2,-5,2,4
CCOc1ccc(Br)cc1S(=O)(=O)NC1=NCCCCC1,0,1,1,-2,-1,16,0,0,1
Cc1ccc(-n2c(=O)cc(N3CC(C)OC(C)C3)[nH]c2=O)cc1 (stereo unspecified),8,0,-15,3,-3,2,-1,1,4
CN(C)CC1CCCCC1OC(=O)/C=C/c1ccccc1 (stereo unspecified),-3,0,9,-5,-6,12,-5,4,1
Cc1c(C(=O)NCCNc2ncc(C(F)(F)F)cc2Cl)cccc1[N+](=O)[O-],2,0,4,1,-6,-6,3,1,0
